# Screening results (PubChem)
# aSyn rescue = qHTS of alpha-syn Inhibitors; AID 652106, 2013; Potency, µM (doses to about 46.1 µM), inactives show top-dose growth rescue (activation), hits mostly activators; Yeast expressing alpha-synuclein, growth rescue, BacTiter-Glo, 24 h; actives 0.14% (n = 370,000); also: potency is read from the fitted curve at half-maximal effect; % of control where 0% means no effect; nearly all actives have a fitted effect of over 65% in size
#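 Rescue of yeast growth: cells expressing toxic alpha-synuclein, induced in galactose at OD600 0.02, incubated with compound 24 h at 30 C. ATP luminescence quantified growth; inhibitors of toxicity appear as activators.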
# GLP-1R agonist = qHTS of GLP-1 Receptor Agonists; Glucagon-like peptide 1 receptor (Homo sapiens), P43220; HEK293 GLP-1R CRE-luciferase, luminescence, 4-6 h; cells express a hypersensitive GLP-1R form; Potency, µM (series often up to 45.6 µM), without a hit: at the highest dose activation, most hits filed as activators; actives 0.007% (n = 380,000); also: potency is read from the fitted curve at half-maximal effect; % of control where 0% means no effect
# Target sequence (P43220 whole entry, looked up): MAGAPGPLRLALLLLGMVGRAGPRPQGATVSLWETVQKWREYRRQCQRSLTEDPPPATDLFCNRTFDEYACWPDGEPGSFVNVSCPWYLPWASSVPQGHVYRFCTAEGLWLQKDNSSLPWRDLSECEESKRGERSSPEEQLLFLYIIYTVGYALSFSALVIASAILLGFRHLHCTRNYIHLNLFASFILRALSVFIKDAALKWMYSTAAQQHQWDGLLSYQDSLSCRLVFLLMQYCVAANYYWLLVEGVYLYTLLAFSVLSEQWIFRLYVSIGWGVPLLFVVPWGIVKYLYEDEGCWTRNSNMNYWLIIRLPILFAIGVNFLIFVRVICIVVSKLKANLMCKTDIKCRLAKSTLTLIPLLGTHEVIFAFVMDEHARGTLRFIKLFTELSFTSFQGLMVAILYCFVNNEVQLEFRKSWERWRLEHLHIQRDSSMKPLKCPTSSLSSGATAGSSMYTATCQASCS
# TDP43 rescue = qHTS of TDP-43 Inhibitors; TDP-43 expressing yeast growth rescue, BacTiter-Glo, 24 h; Potency, µM (highest dose often 46.1 µM), for inactives: at the top dose growth rescue (activation), usual class: activators; actives 1.8% (n = 410,000); also: potency is read from the fitted curve at half-maximal effect; % of control where 0% means no effect; nearly all actives have a fitted effect of over 50% in size
#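 Yeast cells expressing TDP-43 under galactose induction are exposed to compounds for 24 hr at 30 deg C. BacTiter-Glo luminescence measures growth, so protective compounds score as activators.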
# DRD3 antagonist = qHTS of D3 Dopamine Receptor Antagonist: qHTS | max response, negative = inhibition, % | D3R cells, DiscoveRx beta-arrestin luminescence, antagonist mode; hits give low values | actives 2.5% (n = 360,000); in the data active = max response below about -50%; inconclusive = no clear call, values can overlap the other calls; also: % is scaled to controls: 0 for no effect and ±100 for the full control effect; mostly tested at two doses, the higher about 12 µM
# Target sequence (P35462 whole entry, looked up): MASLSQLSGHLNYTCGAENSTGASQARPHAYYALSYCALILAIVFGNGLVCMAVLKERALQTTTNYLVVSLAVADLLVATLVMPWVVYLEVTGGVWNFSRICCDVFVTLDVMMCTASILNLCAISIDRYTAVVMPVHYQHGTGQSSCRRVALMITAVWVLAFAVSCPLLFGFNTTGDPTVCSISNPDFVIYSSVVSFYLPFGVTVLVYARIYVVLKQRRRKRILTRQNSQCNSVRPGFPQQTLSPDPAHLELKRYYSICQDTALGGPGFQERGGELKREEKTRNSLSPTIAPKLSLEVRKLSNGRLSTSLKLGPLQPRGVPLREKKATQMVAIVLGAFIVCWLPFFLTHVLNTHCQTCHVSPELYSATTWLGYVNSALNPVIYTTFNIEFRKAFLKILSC
#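 Cells expressing the human receptor were seeded at 1500 cells/well, incubated overnight at 37 degrees C in 5% CO2, then exposed to library compounds with dopamine controls for 90 minutes at 37 degrees C before luminescent detection.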
# D3 ag = qHTS of D3 Dopamine Receptor Agonist: qHTS; D(3) dopamine receptor (Homo sapiens), P35462; D3R DiscoveRx beta-arrestin cells, luminescence, 90 min; max activation, %; actives 0.58% (n = 410,000); AID 652048, 2013; in the data active = max activation above about 30%; also: 0% is about no effect; mostly tested at two doses, the higher about 12 µM
#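 Cells at 1500/well, incubated overnight, then treated with pinned compounds (dopamine as control) for 90 min at 37 degrees C. DiscoveRx reagent added for 30 - 60 minutes at room temperature; luminescence read.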
# PTHR1 ag = qHTS for PTHR1 Agonists: Primary Screen. Potency, µM (titrated, usually from 115 µM), for the others: top-dose activation, most hits filed as activators. HEK293 GP2 PTHR1 cells, GloSensor cAMP luminescence, 1 h. actives 0.075% (n = 410,000). AID 743266, 2014; also: potency is read from the fitted curve at half-maximal effect; nearly all actives have a fitted effect of over 55% in size; some results filed as inactive show a strong effect at the top dose; inactives centre near -15; many of its hits are not listed in these tables
#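 HEK-293-derived GP2 cells expressing PTHR1 and a GloSensor cAMP reporter, 3,000/well, plated overnight, given luciferin plus IBMX (each 0.5 mM as added) for 1 h at 37 °C, then compound for 1 h at 37 °C. Luminescence was read after 15 min at room temperature.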
# GLP-1R inv ag = qHTS of GLP-1 Receptor Inverse Agonists (Inhibition Mode); actives 1.6% (n = 410,000); AID 624417, 2012; Potency, µM (doses to about 38.3 µM), for the others: top-dose activity change, negative = inhibition, most hits filed as inhibitors; HEK293 GLP-1R CRE-luciferase, luminescence, 24 h; GLP-1R form is constitutively active; also: potency is read from the fitted curve at half-maximal effect; % is scaled to controls: 0 for no effect and ±100 for the full control effect; nearly all actives have a fitted effect of over 55% in size
#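 Luminescence readout: a drop in cAMP-driven luciferase signal flags inverse agonism at a constitutively active GLP-1R stably expressed in HEK293. Compound exposure lasted 24 hr at 37 deg C, 5% CO2.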
# KB-V1 MDR tox = qHTS assay for MDR1-selective chemotherapeutics: Primary screen using the drug-selected MDR subline cells KB-V1; KB-V1 MDR cells viability, CellTiter-Glo, 72 h; Potency, µM (highest dose often 46.1 µM), for the others: at the highest dose activity change, negative = cytotoxicity, actives largely listed as cytotoxic; actives 3.4% (n = 400,000); AID 1347076, 2019; also: potency is read from the fitted curve at half-maximal effect; % is scaled to controls: 0 for no effect and ±100 for the full control effect; nearly all actives have a fitted effect of over 60% in size
#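 KB-V1, DMEM (no phenol red) + 10% FBS; cpd pin-transferred, titration series; 72 h, 37 degrees C; CellTiter-Glo, luminescence. Data normalized, curve-fit.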
# HEK293 tox = qHTS of GLP-1 Receptor Inverse Agonists: Cytotox Screen. actives 0.13% (n = 410,000). Potency, µM (doses to about 38.3 µM), without a hit: at the highest dose activity change, negative = inhibition, most hits filed as inhibitors. AID 624418, 2012. HEK293 cAMP-luciferase reporter cells, luminescence, 24 h;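 also: loss of luciferase light is scored as toxicity; potency is read from the fitted curve at half-maximal effect; % is scaled to controls: 0 for no effect and ±100 for the full control effect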
#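 To flag toxic compounds, the library was rerun on cells for 24 hr at 37 deg C and 5% CO2. Viability-linked luminescence was captured 12 min after adding luciferase detection reagent.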
# Starred values were filed as active, the others as inactive; i = inactive; u = inconclusive; x = not tested or not shown; & = joins results of further samples; [ ] = dose if it differs, or a comment. Unless noted, calls follow the shape of the dose curve; as a rule, active = well fitted curve in the direction sought with a large enough effect; inconclusive = small, poorly fitted or top-dose-only effect, or another doubt; inactive = no such curve, though single readings can be large; an effect the other way counts as inactive or inconclusive.
molecule,aSyn rescue,GLP-1R agonist,TDP43 rescue,DRD3 antagonist,D3 ag,PTHR1 ag,GLP-1R inv ag,KB-V1 MDR tox,HEK293 tox
Cc1ccc(S(=O)(=O)N2CCCCC2)cc1NC(=O)Cn1cnnn1,-2%,1%,6%,-1,2,i,7%,-15%,6%
CCO[C@H]1OC(C(=O)Nc2ccccc2)=C[C@@H](c2cn(C(C)=O)c3ccccc23)[C@@H]1CCCO,-2%,10%,8%,29,-3,i,u,9%,12%
COc1ccc(-n2ncc3c(NCCCN4CCOCC4)ncnc32)cc1,0%,-9%,-25%,u,-25,i,5%,11%,25%
CC(C)n1c(-c2cccs2)nc2ccccc21,-4%,19%,4%,14,-9,i,u,-14%,-10%
CC1(c2ccc(OC(F)F)cc2)NC(=O)N(CC(=O)Nc2ccc(F)cc2)C1=O (stereo not drawn),-7%,17%,3%,-9,5,-8%,u,28%,-13%
COc1cc(C(=O)OCc2ccccc2C#N)ccc1OCC(=O)N1CCOCC1,7%,12%,26%,-10,-1,i,12%,u,2%
O=C(NCCC1=CCCCC1)c1cnc2n(c1=O)CCS2,0%,-1%,-1%,-11,17,i,1%,-17%,4%
CN(c1ccccc1C(=O)N1CCN(c2ccccc2)CC1)S(C)(=O)=O,-4%,0%,8%,-2,-2,i,0%,4%,-5%
COc1ccc(CCNC(=O)c2cc3c(s2)-c2ccccc2OC3)cc1OC,x,x,-8%,x,-14,-4%,-23%,-15%,-1%
CC1CCC(NC(=O)CN2CCN(S(=O)(=O)c3cccs3)CC2)CC1 (stereo not drawn),-9%,17%,6%,8,-1,-20%,-23%,-7%,-24%
Cc1ccc(C(=O)Oc2ccc(C(=S)N3CCOCC3)cc2)cc1,-10%,4%,26%,-14,2,i,37%[activator],2%,-11%
O=C(NNC(=O)C1CCN(C(=O)Nc2ccccc2)CC1)c1ccc(F)cc1,2%[1.84 µM],-2%,-10%,-18,-11,-14%,3%,u,0%
CC(C)CNS(=O)(=O)c1cc2c3c(c1)CC(=O)N3CCC2,-3%,11%,6%,1,0,i,3%,-2%,-12%
CCOc1ccc(S(=O)(=O)c2cn(Cc3ccccc3)c3ccc(OCC)cc3c2=O)cc1,x,x,17%,x,6,-21%,12%,-4%,-6%
CC1CCCN(CCCN2C(=O)C3C(C(=O)Nc4ccc(Cl)cc4)C4C=CC3(O4)C2C(=O)NC2CCCCC2)C1 (stereo not drawn),1%,14%,-17%,-4,-13,-1%,-24%,2%,-13%
CCN(CC)S(=O)(=O)c1ccc(OC)c(NC(=O)CCc2c(C)noc2C)c1,13%,-1%,8%,12,0,i,-2%,-8%,2%
COc1cc(CNC2CCCc3ccccc32)cc(OC)c1OC (stereo not drawn),3%,25%,-10%,-11,-6,-32%,u,-1%,1%
Cc1cccc(NS(=O)(=O)c2cccc(C(=O)Nc3cccc(C(=O)O)c3)c2)c1,3%,-6%,6%,8,-7,-8%,14%,12%,-2%
CCOC(=O)c1ccc2c(c1)[nH]c(=S)n2CC,1%,u,30%,3,-1,-20%,18%,-11%,-7%
COc1ccc(CNC(=O)c2ccc3c(c2)N(C)C(=O)CS3=O)cc1 (stereo not drawn),7%,11%,23%,-21,0,-11%,-2%,3%,-3%

# Quoted at random: 2 entries already listed.
molecule,aSyn rescue,GLP-1R agonist,TDP43 rescue,DRD3 antagonist,D3 ag,PTHR1 ag,GLP-1R inv ag,KB-V1 MDR tox,HEK293 tox
O=C(NNC(=O)C1CCN(C(=O)Nc2ccccc2)CC1)c1ccc(F)cc1,2%[1.84 µM],-2%,-10%,-18,-11,-14%,3%,u,0%
COc1ccc(CCNC(=O)c2cc3c(s2)-c2ccccc2OC3)cc1OC,x,x,-8%,x,-14,-4%,-23%,-15%,-1%

# Later entries
molecule,aSyn rescue,GLP-1R agonist,TDP43 rescue,DRD3 antagonist,D3 ag,PTHR1 ag,GLP-1R inv ag,KB-V1 MDR tox,HEK293 tox
O=C(N/N=C/c1ccco1)c1cc(-c2ccc(Br)s2)[nH]n1,0%,8%,0%,0,-5,i,5%,5%,-18%
CCOC(=O)c1cc2sccc2n1CC(=O)Nc1ccc(OC)c(OC)c1,-4%,6%,-8%,u,4,i,13%,-11%,-5%
CCn1c(=NC(=O)c2ccc3c(c2)OCCO3)sc2c(C)ccc(OC)c21,x,x,18%,x,7,-76%[inhibitor],12%,x,10%
CCc1ccc(OC(C)C(=O)Nc2ccc(S(=O)(=O)Nc3nccs3)cc2)cc1 (stereo not drawn),-1%,-2%,-2%,18,8,-38%[inhibitor],-22%,51%,-11%
O=C(CCC(=O)c1cccs1)c1cccs1,-12%,-19%,-26%,-7,16,i,0%,-2%,1%
CCn1c(=O)n(-c2ccc3c(c2)OCO3)c2nc(-c3cc(OC)ccc3OC)nc(C(N)=O)c21,x,-3%,-8%,x,-13,-3%,8%,-4%,3%
COc1ccc(-n2nc(C(=O)Nc3ccc4c(c3)OCO4)c3ccccc3c2=O)c(OC)c1,7%,0%,-8%,-21,3,i,14%,-30%,55%[activator]
COc1cc2c(cc1OCc1ccccc1)/C(=C/C(=O)OCc1ccccc1)OC2,8%,x,12%,53,12,i,4%,u,16%
CCCc1ccc(OCC(O)CN2CCCC2)cc1 (stereo not drawn),-1%,-5%,1%,-13,-6,-12%,u,-25%,-9%
Cc1nc2sc(C)c(C)n2c(=O)c1S(=O)(=O)NCCc1ccc(Cl)cc1,x,x,4%,x,0,i,5%,0%,11%
CCSc1nnc(NC(=O)C2CCCN(S(=O)(=O)c3cnc[nH]3)C2)s1 (stereo not drawn),3%,-2%,23%,1,0,i,-2%,22%,-15%
COc1cccc(-c2c(C(=O)N/N=C(\C)c3ccncc3)nnn2-c2nonc2N)c1,1%,5%,10%,-7,2,i,-8%,u,-25%
CCC12OC(=N)C(C#N)(C1C)C(C#N)(C#N)C(c1ccccc1)O2 (stereo not drawn),0%,-7%,10%,-2,1,i,35%[activator],-1%,-10%[1.53 µM]
O=C(O)c1cccc(-c2ccc(/C=N/NC(=O)c3cccnc3)o2)c1,1%,-11%,7%,15,5,i,39%[activator],-7%,2%
CC(=O)Nc1ccc(N2C(=O)CC(N3CCN(Cc4ccc5c(c4)OCO5)CC3)C2=O)cc1 (stereo not drawn),3%,-1%,4%,33,-3,i,22%,19%,-2%
Cc1cccn2cc(-c3ccc(S(=O)(=O)N4CCOCC4)cc3)nc12,-10%,0%,u,45,1,-26%[57.5 µM],0%,2.3µM*,-10%
CCc1cc(C(=O)OC)c(NC(=O)C2CC(=O)NN2Cc2ccccc2)s1 (stereo not drawn),-1%,7%,-8%,-4,5,-13%,0%,u,-16%
Cc1sc(NC(=S)NC(=O)CCc2ccccc2)c(C(N)=O)c1C,-3%,-2%,-16%,-15,-19,i,-60%,u,-54%
CC(C)C(=O)OCC(=O)Nc1ccc2c(c1)CCC2,2%,-3%,9%,2,1,i,1%,13%,-11%
CN(C)[C@@H]1C(=O)C(C(N)=O)=C(O)[C@@]2(O)C(=O)C3=C(O)c4c(O)ccc(Cl)c4[C@@H](O)[C@H]3C[C@@H]12,0%&0%,-3%,-11%,12,-9&-16,i,-15%,5%,4%
CCNC(=S)NNC(=O)c1ccncc1,6%,19%,7%,-7,-4,i,20%,-5%,7%
Cc1c(C(=O)OC2CCCCC2)[nH]c2c1C(=O)CC(c1ccccc1)C2 (stereo not drawn),x,x,4%,x,-17,i,-26%,u,-16%
O=C(CSc1nc2ccccc2c(=O)n1-c1ccccc1Cl)Nc1cccc(S(=O)(=O)N2CCOCC2)c1,4%,16%,12%,20,10,i,-2%,u,-1%
CCCCSc1nnc(-c2ccc(OC)cc2)n1C,0%,-3%,8%,24,-2,-24%,-6%,-16%,-11%
CCOc1ccc(N(CC)S(=O)(=O)N2CCCC(C(=O)Nc3cc(Cl)ccc3C)C2)cc1 (stereo not drawn),x,x,3%,x,-3,-10%,u,-16%,0%
CCc1nnc(NC(=O)c2sc3nc4c(cc3c2N)CCCCC4)s1,2%,3%,-2%,-8,0,-35%[inhibitor],6%,-15%,210%[activator]
Cc1cccc(NC(=O)CNC(=O)C23CC4CC(CC(Cl)(C4)C2)C3)n1,0%,0%,-4%,-6,2,i,0%,u,4%
O=C(CCN1C(=O)/C(=C\c2cccs2)SC1=S)Nc1ccccn1,9%,7%,-2%,28,6,-50%[inhibitor],-17%,u,-18%
COCCN(C(=O)COC(=O)c1nc(Cl)ccc1Cl)c1c(N)n(Cc2ccccc2)c(=O)[nH]c1=O,-3%,5%,-13%,-24,-17,-10%,4%,-1%,-12%
CC1(C)CSC(=NCCc2ccccc2)N1C(=O)c1ccc(C#N)cc1,-2%,0%,-4%,-24,-24,i,-26%,u,-6%[1.53 µM]
COc1ccc(-c2cc3nc(NCc4ccc(N(C)C)cc4)n(C)c(=O)c3s2)cc1OC,-1%,-4%,21%,66,30,-20%,-6%,u,-8%
CC(=O)C[C@H](O)CC(=O)[C@H]1OC(=O)CCCCCc2ccccc21,8%,16%,5%,5,5,-18%,7%,-11%,2%

# Quoted from the listing.
# Reading of CCc1nnc(NC(=O)c2sc3nc4c(cc3c2N)CCCCC4)s1 in GLP-1R inv ag: 6%
# Reading of CCOc1ccc(N(CC)S(=O)(=O)N2CCCC(C(=O)Nc3cc(Cl)ccc3C)C2)cc1 (stereo not drawn) in KB-V1 MDR tox: -16%
# Reading of CCCCSc1nnc(-c2ccc(OC)cc2)n1C in DRD3 antagonist: 24
# Reading of CCNC(=S)NNC(=O)c1ccncc1 in aSyn rescue: 6%

# This is a subset; the hit share may differ from the screen's.
